PP1 counter = PP1-alpha (human) inhibition in PP5 counter-screen | P62136 | purified PP1alpha, OMFP fluorescence | inhibition, % at 6.7 µM | 320,000 tested, 0.9% active | AID 2235;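 active = inhibition above the mean inhibition of all tested compounds plus 3 SD, computed separately for each screening campaign, cut at about 15% in these data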
Target sequence (P62136 whole entry, looked up): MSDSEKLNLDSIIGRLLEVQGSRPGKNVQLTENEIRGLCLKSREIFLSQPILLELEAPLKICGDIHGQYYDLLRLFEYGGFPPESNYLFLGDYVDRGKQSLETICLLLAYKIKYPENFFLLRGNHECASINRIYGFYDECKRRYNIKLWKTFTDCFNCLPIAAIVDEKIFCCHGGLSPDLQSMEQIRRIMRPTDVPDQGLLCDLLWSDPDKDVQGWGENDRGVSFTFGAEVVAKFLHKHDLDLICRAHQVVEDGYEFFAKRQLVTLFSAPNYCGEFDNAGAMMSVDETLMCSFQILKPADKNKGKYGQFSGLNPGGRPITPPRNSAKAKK
EBNA-1 inhibitor = blocks EBNA-1 binding to DNA | EBNA-1 DNA binding, fluorescence polarization | inhibition, % at 14.8 µM | 300,000 tested, 0.34% active; in the data active = inhibition above about 28%
PP5 primary = inhibitors of human protein phosphatase 5 (PP5); P53041; purified PP5c, OMFP substrate fluorescence; inhibition, % at 6.7 µM; 320,000 tested, 0.18% active; AID 1987;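 active = inhibition above the campaign's mean inhibition across all tested compounds plus 3 SD, cut at about 9.5% in these data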;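 also: 0% = DMSO only and 100% = 100 µM cantharidin control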
HCV core dimer = blocks dimerization of HCV core protein | TR-FRET GST/Flag-core106 dimerization, 1536-well | inhibition, % at 5 µM | 300,000 tested, 0.33% active;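 active = inhibition above the mean of all tested compounds plus 3 SD, set per screening campaign, cut at about 45% in these data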
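Assay system: tagged HCV core106 pair (GST and Flag); medium: KF-containing HEPES buffer, pH 7.45, DTT, CHAPS, BSA; also added: Eu donor and XL665 acceptor anti-tag antibodies; dosing: 5 µM single dose; timing: compound-protein-antibody incubation 4 h at 22.5 °C; signal: TR-FRET 671 and 617 nm emission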
TPT1 inhibitor = C. albicans TPT1 enzyme inhibition. inhibition, % at 5 µM. 300,000 tested, 0.81% active. recombinant caTPT1, FP RNA substrate dephosphorylation;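 active = inhibition above the mean of all tested compounds plus 3 SD, set per screening campaign, cut at about 24% in these data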;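 also: plate controls were DMSO alone for no effect and ferristatin control at 100 nM for full effect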
Efflux pump mplx = inhibitors of Candida antifungal efflux pumps expressed in yeast; S. cerevisiae Candida pump triplex, Nile Red efflux; inhibition, % at 10 µM; 330,000 tested, 0.44% active; AID 485275;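 active = plate passing quality check with inhibition over a set limit, or well fluorescence over plate mean plus 4 SD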;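 also: Nile Red retained in pooled yeast measured as flow cytometry median fluorescence; 0% = buffer negative control and 100% = Enniatin B positive control; higher means more Nile Red kept so more efflux inhibition; some compounds called inactive have numbers as strong as hits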
PREPL inhibitor = inhibits the human prolyl oligopeptidase-like enzyme | 320,000 tested, 0.68% active | inhibition, % at 5.96 µM | AID 2751 | recombinant PREPL, fluorescence polarization activity-based probe | Q4J6C6; in the data active = inhibition above about 43%;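 also: 0% = enzyme with DMSO and 100% = wells lacking enzyme; many of its hits are not listed in these tables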
Target sequence (Q4J6C6 whole entry, looked up): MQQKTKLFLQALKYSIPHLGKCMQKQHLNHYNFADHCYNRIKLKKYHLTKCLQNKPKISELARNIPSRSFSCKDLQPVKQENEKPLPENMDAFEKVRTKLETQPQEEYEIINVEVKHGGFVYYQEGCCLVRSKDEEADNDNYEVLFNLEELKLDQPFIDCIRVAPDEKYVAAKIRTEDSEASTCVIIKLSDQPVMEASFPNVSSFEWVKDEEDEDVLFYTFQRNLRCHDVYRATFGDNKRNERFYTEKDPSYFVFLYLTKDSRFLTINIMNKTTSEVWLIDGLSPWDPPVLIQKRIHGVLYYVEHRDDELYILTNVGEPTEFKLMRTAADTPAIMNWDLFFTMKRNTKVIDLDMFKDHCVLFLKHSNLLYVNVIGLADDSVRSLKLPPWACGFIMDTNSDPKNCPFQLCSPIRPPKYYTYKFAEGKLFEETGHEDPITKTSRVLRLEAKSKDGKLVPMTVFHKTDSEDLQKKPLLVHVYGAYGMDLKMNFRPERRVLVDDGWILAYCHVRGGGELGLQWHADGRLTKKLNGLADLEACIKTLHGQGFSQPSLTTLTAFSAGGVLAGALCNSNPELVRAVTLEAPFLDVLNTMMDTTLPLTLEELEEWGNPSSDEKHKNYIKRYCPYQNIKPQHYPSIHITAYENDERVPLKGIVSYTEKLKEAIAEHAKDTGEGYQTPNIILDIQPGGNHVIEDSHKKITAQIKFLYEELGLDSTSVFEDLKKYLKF
Fh CTSL1 inh = blocks F. hepatica cathepsin L1 in PFM18AAP counter-screen; 300,000 tested, 0.49% active; recombinant F. hepatica cathepsin L1, Z-Leu-Arg-MCA fluorescence; AID 1906; inhibition, % at 5.96 µM;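 active = inhibition above the mean of all tested compounds plus 3 SD, set per screening campaign, cut at about 17% in these data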;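 also: 0% = plate median of test compound wells and 100% = 1 µM Z-Phe-Ala-diazomethylketone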
ZTA DNA inh = ZTA (EBV) inhibition in EBNA-1 counter-screen. inhibition, % at 11 µM. P03206. 320,000 tested, 0.15% active. ZTA-DNA binding, fluorescence polarization. AID 2234; in the data active = inhibition above about 33%
* hit, by the source's call; nt = not tested or not shown.

SMILES	PP1 counter	EBNA-1 inhibitor	PP5 primary	HCV core dimer	TPT1 inhibitor	Efflux pump mplx	PREPL inhibitor	Fh CTSL1 inh	ZTA DNA inh
Cc1cc(OCc2cc(C(=O)NCc3cc(C(C)C)no3)no2)cc(C)c1Cl	0	9	5.5	13	-1	-0.3	-7	9	14
C/C(=N\NC(=O)c1ccncc1)c1ccc(NC(=O)c2ccc(Cl)cc2)cc1	-11	-7	2.3	-14	2	0.1	-1	6	-20
CC(C)CN1CCC(=O)N(CCSc2ccc(Br)cc2)CC1	1	-11	4.7	-3	-2	-0.1	-11	-5	-15
c1cc2nnnn2nc1N1CCCCCC1	-1	-3	4.0	-3	2	0.1	1	0	10
Cc1ccc(C2CC(c3ccccc3C)n3nc(N)nc3N2)cc1 (centres undefined)	-3	2	-2.0	1	1	0.0	47*	-1	14
CC1(C)C(C#N)=C(N)OC2=C1C(=O)CCC2	1	-5	3.1	-1	3	0.0	10	9	-21
CC(C)CC(=O)NS(=O)(=O)c1ccc(N)cc1	-3	-7	2.0	-7	1	-0.1	-8	-3	-5
Cc1cc(CNC(=O)c2ccc3nc(Cc4ccccc4F)oc3c2)nn1C	-1	-6	0.6	2	6	0.3	7	1	-10
CC(C)C(=O)Nc1nnc(NC(=S)Nc2ccccc2)s1	12	1	2.6	-2	7	-0.1	-2	4	-11
Cc1cc(-c2nnc(SCC(=O)Nc3ccc(Br)cc3F)n2N)n[nH]1	2	-5	1.7	1	0	0.0	-3	2	-5
CCn1cc([N+](=O)[O-])c(C(=O)NCc2ccc3c(c2)OCO3)n1	1	1	-0.3	-1	-2	0.1	1	-3	-10
CCN1C(c2ccc(F)cc2)=CS/C1=C(\C#N)c1nnc2n1-c1ccccc1SC2	1	-1	2.6	2	-2	0.6	38	2	-18
CC(O)CNC(=O)C1CCN(Cc2ccc(OCc3ccccc3)cc2)CC1 (centres undefined)	-6	-16	0.0	1	-1	-0.1	9	-3	-4
Cc1cc(=O)n2nc(N3CCC(C(=O)NCc4cccnc4)CC3)sc2n1	-2	15	0.0	-1	1	0.0	0	1	18
O=C(C#Cc1ccccc1)Nc1ccccc1F	-2	9	4.2	-7	-2	0.1	-2	-1	-4
O=C(c1cccc(N2C(=O)C3C4C=CC(C4)C3C2=O)c1)N1CCN(c2ccccc2F)CC1 (centres undefined)	-5	5	-4.1	2	1	0.0	23	-3	7
CCOCCCNC(=O)c1ccc2c(c1)ncn2-c1ccc(C)cc1C	-2	7	-0.5	0	3	0.3	8	-2	0
CN1CCN(S(=O)(=O)c2cccc3nsnc23)CC1	1	0	0.7	-1	0	0.1	-2	5	-4
COc1ccc(N(C(=O)CNC(=O)c2cccs2)C(C(=O)NCC2CCCO2)c2ccccc2)cc1OC (centres undefined)	0	-9	-6.0	6	2	-0.1	8	6	-29
O=C(CSc1ccc(-c2ccccn2)nn1)NC1CCCCC1	3	10	1.0	-4	-3	-0.2	3	1	-7

Already shown: an excerpt of the list.
SMILES	PP1 counter	EBNA-1 inhibitor	PP5 primary	HCV core dimer	TPT1 inhibitor	Efflux pump mplx	PREPL inhibitor	Fh CTSL1 inh	ZTA DNA inh
CC(C)CC(=O)NS(=O)(=O)c1ccc(N)cc1	-3	-7	2.0	-7	1	-0.1	-8	-3	-5
Cc1cc(CNC(=O)c2ccc3nc(Cc4ccccc4F)oc3c2)nn1C	-1	-6	0.6	2	6	0.3	7	1	-10

(next part)
SMILES	PP1 counter	EBNA-1 inhibitor	PP5 primary	HCV core dimer	TPT1 inhibitor	Efflux pump mplx	PREPL inhibitor	Fh CTSL1 inh	ZTA DNA inh
CCOC(=O)C(C)Oc1ccsc1C(=O)OC (centres undefined)	-6	-1	1.4	1	1	0.0	14	0	-3
Cn1nccc1NC(=O)CC1(CC(=O)O)CCCCC1	-2	-1	-0.5	4	-1	0.1	11	2	24
O=C(N=C1SC2CS(=O)(=O)CC2N1c1ccccc1)c1cccc([N+](=O)[O-])c1 (centres undefined)	-2	nt	1.8	nt	nt	0.0	-3	nt	-3
Cc1c(C(=O)Nc2ccc3c(c2)OCCO3)sc2nc(-c3ccccc3)cn12	-4	-6	4.8	1	2	0.4	22	-2	0
CCc1cccc2c(C(=O)COC(=O)c3cccc(S(=O)(=O)N(C)C4CCCCC4)c3)c[nH]c12	5	-3	4.1	15	2	-0.1	-6	1	-3
Cc1ccc(C(=O)Nc2ccccc2Sc2ccccc2)cc1	0	7	0.3	5	-2	0.0	-29	0	10
CCOC(=O)C1=C(C)N(Cc2ccc(C(=O)O)cc2)C(=O)NC1c1ccc([N+](=O)[O-])cc1 (centres undefined)	-1	7	-4.0	8	2	0.0	-1	1	10
COc1ccc([C@H]2CC(=O)C=C(c3cc(Cl)ccc3C)C2)cc1	1	nt	2.2	nt	nt	0.1	-10	nt	0
O=C(Nc1ccc2[nH]c(=S)sc2c1)Nc1ccccc1F	-1	-14	2.8	0	-2	0.0	18	-2	-7
CCCN1CNC(=S)N(c2ccccc2C)C1	-1	4	0.3	-2	2	-0.1	1	2	0
CCOc1ccc(C(=O)CCC(=O)NN2C(=O)NC3(CCCCC3)C2=O)cc1	4	nt	1.1	nt	nt	0.0	0	nt	-8
Cc1cccc2c(N=NC(=O)C(C)n3cnc4ccccc4c3=O)c(O)[nH]c12 (centres undefined)	-3	-1	-3.1	4	1	0.0	2	-3	10
CC(C)(C)NC(=O)c1ccccc1NC(=O)C1CCCO1 (centres undefined)	-2	7	-0.6	4	1	-0.1	-5	1	11
O=C(Nc1nccs1)C(c1ccccc1)N1CCCC1 (centres undefined)	-2	-2	-1.1	-3	1	-0.2	-2	-3	-17
O=C(CN1C(=O)N/C(=C\c2ccccc2OCc2ccc(C(=O)O)cc2)C1=O)Nc1ccccc1F	1	7	0.7	5	-2	0.0	-15	2	21
O=c1[nH]c(=O)n(Cc2ccccc2)c2c1C(C(F)(F)F)(C(F)(F)F)N=C(c1ccco1)N2	-3	4	1.6	2	2	-0.1	17	4	-9
N#CC1=C(N)N(c2ccc(F)cc2)C(=O)C1	-3	-1	-1.0	-1	2	0.0	3	-3	1
Cc1ccc(OCCC(=O)OCC(=O)Nc2ccc(Cl)cn2)cc1	0	-1	1.3	5	-10	0.0	-2	-19	1
Cc1ccc(-n2nc(C)c3c2OC(N)=C(C#N)C3c2ccccc2F)cc1 (centres undefined)	-1	-3	1.3	5	-1	0.0	1	-2	1
CCc1ccc(NC(=O)CSc2nc(O)cc(=O)n2C2CCCC2)cc1	3	-1	4.7	2	6	0.3	6	-5	15
O=C(CN1CCN(S(=O)(=O)c2ccc(Cl)s2)CC1)N1CCOCC1	-5	10	0.2	10	-1	0.2	12	3	-3
COc1cc(/C=C2/CCC/C(=C\c3cc(O)c(OC)c(Cl)c3)C2=O)cc(Cl)c1O	2	-5	4.5	50*	36*	0.1	7	-2	-12
Cc1nnc(SCc2ccccc2F)n1NCc1cccs1	-2	1	-0.7	-1	1	0.1	-4	0	-14
O=C(Nc1nnc2n1CCS2)c1ccco1	11	9	1.7	-3	-1	0.3	0	-3	9
CCOC(=O)c1oc2cccc(O)c2c1C	-4	13	3.9	0	-2	-0.2	15	3	-2
CC(=O)N1CCN=C1SCc1ccccc1F	1	-4	-1.9	-4	0	-0.2	-4	3	-14
COc1ccc(/C=N/NC(=O)c2cccnc2)c2ccccc12	-3	6	2.1	-7	-4	-0.1	21	7	-1
O=C(NCCc1ccc(Cl)cc1)C1CCCN(S(=O)(=O)N2CCCCCC2)C1 (centres undefined)	3	1	3.1	9	-2	0.0	4	-4	2
CN1C(=O)[C@H]2[C@@H](/C=C/c3ccccc3)N3C(=O)CN(CCO)C(=O)[C@@]3(C)[C@H]2C1=O	-4	-3	1.9	-5	1	0.1	5	-2	6
COc1cccc(C(=O)Nc2ccc3nc(N4CCN(c5ncccn5)CC4)cc(C)c3c2)c1OC	6	-4	6.2	1	0	0.0	-2	2	12
Cc1cccc(NC(=O)COc2ccccc2)c1	-3	3	0.5	-3	-1	-0.1	12	2	3
CCn1c(Cc2ccccc2)nnc1SCC(=O)Nc1cc(C)on1	-1	-1	2.0	1	-1	0.2	-5	-1	-13
C=CCC1S/C(=N/N=C/c2cccs2)NC1=O (centres undefined)	-1	1	1.1	-3	-2	-0.1	-3	1	-2
Clc1ccc(Cl)c(OCc2cc(-c3ccccc3Cl)on2)c1	-3	-4	-6.7	-2	1	-0.2	11	19*	-6
COc1ccccc1OCC(=O)N(Cc1nnc(-c2ccccc2Cl)o1)C1CC1	-4	2	-0.6	2	-2	0.0	8	-2	0
O=C(CCCCCN1C(=O)[C@@H]2Cc3ccccc3CN2C1=O)N[C@@H](Cc1ccc(O)cc1)C(=O)O	-6	-8	-0.8	-5	0	-0.2	4	4	8
CCCCC(=O)NC(=S)Nc1cccc(NC(=O)c2ccco2)c1	0	7	2.3	4	2	0.1	-5	0	-8
COc1ccc(NC(=O)c2cc(-c3ccco3)on2)c(OC)c1	-2	0	1.4	8	6	-0.1	2	-1	-7
CC(C)(C)c1cc(-c2nc(N)nc(N)n2)c(O)c(C(C)(C)C)c1	0	-1	7.7	-15	-2	0.0	3	5	21
Cc1cccc(NC(=S)N(CCN2CCOCC2)Cc2cc3cc4c(cc3[nH]c2=O)OCO4)c1	-2	-2	-3.5	3	-1	0.1	5	0	-2

Single records (already shown). Values in the order: PP1 counter, EBNA-1 inhibitor, PP5 primary, HCV core dimer, TPT1 inhibitor, Efflux pump mplx, PREPL inhibitor, Fh CTSL1 inh, ZTA DNA inh
Profile of O=C(CCCCCN1C(=O)[C@@H]2Cc3ccccc3CN2C1=O)N[C@@H](Cc1ccc(O)cc1)C(=O)O : -6, -8, -0.8, -5, 0, -0.2, 4, 4, 8
Profile of Cc1cccc(NC(=O)COc2ccccc2)c1 : -3, 3, 0.5, -3, -1, -0.1, 12, 2, 3

Additional entries:
SMILES	PP1 counter	EBNA-1 inhibitor	PP5 primary	HCV core dimer	TPT1 inhibitor	Efflux pump mplx	PREPL inhibitor	Fh CTSL1 inh	ZTA DNA inh
Cc1ccc(OCCNC(=O)c2ccc(COc3ccccc3)o2)cc1	0	5	2.5	-1	3	-0.1	-20	2	-6
Cc1cc(C)n(C(=O)c2ccc(S(=O)(=O)NCC3CCCO3)cc2)n1 (centres undefined)	-4	-1	-2.0	-3	-5	0.1	-3	-7	8
Cc1cc2c(cc1S(=O)(=O)CCC(=O)N1CC(C)CC(C)C1)OCC(=O)N2 (centres undefined)	1	-8	-1.0	-11	4	0.2	-19	-5	-3
Cc1ccc(S(=O)(=O)CCc2nc3ccccc3n2CCC#N)cc1	-7	-6	-3.6	-3	-3	0.6	2	-2	0
Cc1cc(C)c2nc(Nc3nc(-c4ccccc4)cc(=O)[nH]3)nc(C)c2c1	2	1	0.0	8	2	0.1	-14	1	-10
COCCNC(=O)C(=O)N/N=C(\C)CC(=O)Nc1ccc2c(c1)OCO2	-2	-5	2.1	-1	-4	0.0	2	3	2
O=C(COC(=O)c1ccccc1Sc1ccc(C(F)(F)F)cc1[N+](=O)[O-])NC(=O)NC1CCCC1	8	11	2.5	10	-2	0.0	18	3	-5
CC(=O)N[C@@H](Cc1c[nH]c2ccccc12)C(=O)NC1CC1	-3	-11	2.1	-4	-3	-0.1	4	-4	-14
O=C(NCc1ccc(F)cc1)C1CCCN1C(=O)NCc1ccccc1 (centres undefined)	-2	0	0.1	-4	-1	-0.3	8	5	1
C=CCN(CC=C)c1nc2ccccc2nc1C(C#N)C(=O)OC(C)C (centres undefined)	2	-3	3.3	3	-18	-0.1	12	4	5
Cc1cccc(C)c1NC(=O)CN(C)C(=O)c1cc([N+](=O)[O-])ccc1N1CCOCC1	1	4	-1.7	-7	-5	0.0	9	3	-2
CCOC(=O)CSC1=N/C(=C\c2ccc(OC)c(OC)c2)C(=O)N1C	0	-15	0.1	-17	9	0.3	5	1	-1
Cc1ccc(N(CC(=O)N/N=C/c2cccs2)S(C)(=O)=O)cc1Cl	3	11	2.9	1	1	-0.3	-22	3	-4

From PubChem BioAssay

A portion of the library; count on the stated rates, not on these rows.
